From PubChem
PG9 binder = binders of HIV-1 gp120 antibody PG9, primary screen, biochemical, TR-FRET | HIV-1 gp120 / PG9 antibody interaction | TR-FRET gp120-PG9 antibody binding | inhibition, % at 6.7 µM | hit rate 0.43% among 360,000 | AID 624416, 2012; in the data active = inhibition above about 8.5%
ADAM10 inh = human ADAM10 inhibitors, primary screen, biochemical, QFRET, HTS; Disintegrin and metalloproteinase domain-containing protein 10 (Homo sapiens), O14672; recombinant ADAM10, EDANS/DABCYL FRET peptide cleavage, 3 h; inhibition, % at 7 µM; hit rate 0.62% among 370,000; AID 720582, 2013;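 active = inhibition above a per-campaign cutoff equal to the mean of compounds falling between control-based bounds plus 3 SD, cut at about 20% in these data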;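 note: 0% = DMSO wells while the 100% control is not disclosed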
SMARCA2 act = SMARCA2 (BRM) function activators, primary screen, cell-based, luminescence, high throughput. AID 652017, 2013. activation, % at 9.1 µM. hit rate 1% among 370,000. MG213 cells, MMTV-luciferase reporter, dexamethasone, overnight; in the data active = activation above about 7.8%;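 note: 0% = vehicle wells and 100% = reference activator wells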
DAX1 inh-1 = DAX1 (NR0B1) inhibitors, primary screen, cell-based, HEK293, Gal4-DAX1, luciferase luminescence; Nuclear receptor subfamily 0 group B member 1 (Homo sapiens), P51843; HEK293 Gal4-DAX1 luciferase reporter; inhibition, % at 6.75 µM; hit rate 0.99% among 340,000; AID 504766, 2011;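 active = inhibition above the mean over all tested compounds plus 3 SD, cut at about 4.2% in these data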;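 note: 0% = DAX1-transfected cells with DMSO and 100% = empty-vector control cells with DMSO; inhibition shows as a rise in luminescence from relieved DAX1 repression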
hgDAF12 agonist = H. glycines DAF-12 receptor agonists, primary screen, cell-based, luminescence, HEK293, GAL4 fusion, UAS-luciferase. Nuclear hormone receptor DAF-12 (Heterodera glycines), GAL4 fusion. HEK293 GAL4-hgDAF12 UAS-luciferase reporter, agonist luminescence; normalized to butyrate control. activation, % at 6.8 µM. hit rate 1.8% among 370,000;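 active = activation above a cutoff set at the mean of all screened compounds plus 3 SD, cut at about 10% in these data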;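 note: 0% = DMSO wells and 100% = sodium butyrate wells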
DAX1 inh-2 = DAX1 (NR0B1) inhibitors on StAR promoter, primary screen, cell-based, luminescence, SF-1 (NR5A1), full-length DAX-1; HEK293T StAR-luciferase reporter, SF-1/DAX-1 repression relief; inhibition, % at 6.8 µM; hit rate 1.1% among 370,000; AID 652010, 2013;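 active = inhibition above the mean over all tested compounds plus 3 SD, cut at about 3.6% in these data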;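 note: 0% = DAX-1 cells with DMSO and 100% = cells lacking DAX-1 with DMSO; higher inhibition means more luminescence from relief of DAX-1 repression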
ssDAF-12 act = S. stercoralis DAF-12 nuclear receptor activators, primary screen, cell-based, luminescence, HEK293, GRIP1 co-expression, lit1-tk-luc. Nuclear hormone receptor DAF-12 (Strongyloides stercoralis). HEK293 ssDAF-12/GRIP1 lit1-tk-luc reporter; % of 3 µM dafachronic acid response. activation, % at 6.8 µM. hit rate 1% among 370,000;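 active = activation above the mean over all tested compounds plus 3 SD, cut at about 0.9% in these data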;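 note: 0% = DMSO-only wells and 100% = 3 µM delta7-dafachronic acid wells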
hcDAF-12 act = H. contortus DAF-12 nuclear receptor activators, primary screen, cell-based, luminescence, HEK293, lit1-tk-luc reporter. HEK293 hcDAF-12 lit1-tk-luc reporter; 0% DMSO, 100% Δ7-dafachronic acid. activation, % at 6.8 µM. hit rate 1.4% among 370,000. AID 652067, 2013;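 active = activation above the mean of all tested compounds plus 3 SD, cut at about 5.5% in these data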;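 note: 100% = response to 3 µM Δ7-dafachronic acid high control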
GC-A act = GC-A stimulated cGMP production enhancers – HEK293 GC-A cells, cGMP TR-FRET, EC30 ANP, primary screen; 0% at EC30 ANP, 100% saturating ANP; activation, % at 10 µM; hit rate 0.14% among 370,000; AID 1671463, 2021; in the data active = activation above about 40%
Target sequence (P16066 whole entry, looked up): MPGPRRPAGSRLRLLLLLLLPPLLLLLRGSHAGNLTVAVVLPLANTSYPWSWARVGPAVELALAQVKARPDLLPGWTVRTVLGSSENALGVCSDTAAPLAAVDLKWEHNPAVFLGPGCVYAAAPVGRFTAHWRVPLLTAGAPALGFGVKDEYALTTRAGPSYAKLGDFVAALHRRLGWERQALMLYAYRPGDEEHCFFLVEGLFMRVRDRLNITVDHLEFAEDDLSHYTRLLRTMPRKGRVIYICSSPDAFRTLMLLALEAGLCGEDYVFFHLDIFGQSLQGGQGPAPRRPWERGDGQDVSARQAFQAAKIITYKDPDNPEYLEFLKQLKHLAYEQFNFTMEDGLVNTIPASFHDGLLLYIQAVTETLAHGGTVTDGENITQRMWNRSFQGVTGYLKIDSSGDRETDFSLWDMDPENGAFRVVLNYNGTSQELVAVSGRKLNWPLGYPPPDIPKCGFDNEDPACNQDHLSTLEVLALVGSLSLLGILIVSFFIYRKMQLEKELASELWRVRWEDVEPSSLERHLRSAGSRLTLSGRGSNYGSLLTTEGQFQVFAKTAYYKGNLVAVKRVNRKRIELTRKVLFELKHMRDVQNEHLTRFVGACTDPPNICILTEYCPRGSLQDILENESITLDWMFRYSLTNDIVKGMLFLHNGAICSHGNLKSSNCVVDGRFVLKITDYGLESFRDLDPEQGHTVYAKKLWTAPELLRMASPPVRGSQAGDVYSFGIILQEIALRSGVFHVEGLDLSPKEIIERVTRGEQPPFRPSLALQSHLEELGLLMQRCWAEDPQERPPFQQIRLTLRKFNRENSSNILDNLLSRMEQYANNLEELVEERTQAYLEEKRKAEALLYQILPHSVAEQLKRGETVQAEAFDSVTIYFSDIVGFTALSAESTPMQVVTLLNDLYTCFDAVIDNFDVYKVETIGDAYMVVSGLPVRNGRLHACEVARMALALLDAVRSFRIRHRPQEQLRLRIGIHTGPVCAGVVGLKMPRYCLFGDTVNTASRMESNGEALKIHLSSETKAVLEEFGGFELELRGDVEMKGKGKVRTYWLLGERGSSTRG
GAA850 FXN act = FXN promoter activators, primary screen, cell-based, luciferase luminescence, HEK293 lucGAA850; HEK293 lucGAA850 FXN promoter luciferase reporter, 24 h; percent of 10 µM SAHA response; activation, % at 6 µM; hit rate 0.56% among 360,000; AID 540364, 2011;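 active = activation above the average of all compounds screened plus 3 SD, cutoff fixed separately per campaign, cut at about 7.5% in these data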;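 note: 0% = DMSO wells and 100% = 10 µM SAHA wells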
ADAM17 inh = ADAM17 inhibitors, primary screen, biochemical, QFRET; inhibition, % at 6.95 µM; AID 720648, 2013; Disintegrin and metalloproteinase domain-containing protein 17 (Homo sapiens), P78536; recombinant ADAM17, EDANS/DABCYL FRET peptide cleavage; hit rate 0.83% among 370,000;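 active = inhibition above the mean of compounds lying between control limits plus 3 SD, set per campaign, cut at about 8.5% in these data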;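 note: 0% = DMSO-only wells as the low control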
* hit, by the source's call; nt = no result given. No enrichment for hits, and some 6.8% of all compounds hit somewhere here.

Below each compound: GAA850 FXN act	SMARCA2 act	ADAM10 inh	DAX1 inh-2	hgDAF12 agonist	hcDAF-12 act	ssDAF-12 act	GC-A act	PG9 binder	ADAM17 inh	DAX1 inh-1
S=C(N/N=C/c1cccs1)NC1CC2CCC1C2 (stereo not given)
 : 3.1	-2	-4	0.0	11*	-1.0	-1.2	-1	-3.0	-9	nt
Cc1ccc(S(=O)(=O)N2CCCC2C(=O)Nc2nccs2)cc1 (stereo not given)
 : 1.1	0	-9	-0.1	0.4	-2.1	-0.8	-4	-1.0	-3	-0.4
O=C(c1cccc(C(=O)N2CCc3ccccc32)n1)N1CCc2ccccc21
 : -2.9	0	1	-0.6	1.6	1.7	-0.4	0	0.7	2	0.3
O=C(CSCC(=O)Nc1ccccc1)N/N=C/c1c(O)ccc2ccccc12
 : -1.5	-2	6	-4.2	-9.1	-4.4	-1.9	-6	1.6	-2	1.5
O=C(CCCn1c(SCc2cccc([N+](=O)[O-])c2)nc2ccccc2c1=O)NCC1CCCO1 (stereo not given)
 : 0.0	-2	2	0.1	1.8	-2.3	-0.6	-12	0.6	-4	-0.7
CCN(CC(=O)NCc1ccc(Cl)cc1)C(=O)/C=C/c1ccccc1
 : -1.7	-1	-3	-0.4	-2.6	-2.8	-1.3	-1	1.0	-4	0.0
O=C(CCCc1c[nH]c2ccccc12)N1CCN(c2ccc(N3CCOCC3)nn2)CC1
 : -0.2	3	-307	-0.7	-0.1	-0.1	-1.1	0	-0.3	-74	-0.5
COc1ccccc1NC(=O)Nc1nc(C(N)C2CCCCC2)cs1 (stereo not given)
 : -1.1	-3	-8	-0.7	2.1	-1.2	-0.9	2	-0.5	-5	nt
O=C(COC(=O)COc1ccc(Br)cc1)NCc1ccc2c(c1)OCO2
 : -0.6	1	1	-0.1	-1.3	-0.5	-1.4	4	0.2	3	-0.8
CCOC(=O)c1c(=O)n(O)c2ccc(C)cc2[n+]1[O-]
 : -1.1	-3	-5	0.7	0.4	0.4	-0.5	-2	-2.0	-3	0.6
O=C(O)COc1ccc2nsnc2c1Cl
 : 0.8	1	-384	2.0	0.6	1.5	-0.8	-13	-11	-113	-0.2
Cc1csc(NC(=O)CCC(=O)N(CC(=O)NC2CCCC2)Cc2ccco2)n1
 : 0.0	-1	-3	-0.2	-0.9	3.1	-0.7	2	-1.2	-3	-0.6
CCOc1ccc(S(=O)(=O)NC(=O)c2ccccc2)cc1
 : 2.0	-2	0	-0.8	-1.7	-1.4	-0.5	-1	-2.9	2	0.5
Clc1ccc(C2=NN=C3COc4ccccc4N3C2)cc1
 : 0.8	0	-9	0.2	1.5	0.0	-1.6	-9	-2.4	-2	0.0
COc1cccc(CNC(=O)CCCC(=O)NC(C)CCc2ccccc2)c1 (stereo not given)
 : -0.5	3	0	-0.2	0.9	-0.1	-1.0	-4	-1.3	-1	0.9
CCOC(=O)C1=C(C)NC2=C(C(=O)c3ccccc32)C1c1cccc2ccccc12 (stereo not given)
 : -1.3	-3	-7	-0.7	-2.8	2.4	-1.1	-48	1.2	-5	1.6
Cc1noc(NS(=O)(=O)c2ccc(NC(=O)CCN3C(=O)c4ccccc4C3=O)cc2)c1C
 : 1.4	-1	6	-0.1	1.3	0.8	-0.3	-4	-0.6	-3	0.5
COc1ccccc1N1CCN(C(=O)C(NS(=O)(=O)c2cccs2)c2ccccc2)CC1 (stereo not given)
 : 0.9	-5	-4	-1.1	-0.4	-2.8	-0.8	-6	1.8	-3	0.0
O=C(O)CCCNC(=O)c1cncc(Br)c1
 : -0.5	0	2	0.1	0.3	0.6	-0.7	2	-0.2	-3	0.8
O=C(CCNC(=O)N1CC(=O)Nc2ccccc21)Nc1ccc(F)c(Cl)c1
 : 1.4	-2	-9	1.9	4.5	-1.2	-0.9	-1	0.7	-7	0.1
COCCCNC(=O)c1c(F)c(F)c(F)c(F)c1F
 : -0.6	-2	-11	1.0	0.6	0.4	-0.9	0	0.2	-2	1.2
CCOC(=O)c1nn(-c2ccccc2C)c(=O)c2c(N)scc12
 : 3.4	-2	-10	-0.2	-4.3	-1.1	-1.3	2	-0.5	-4	-0.7
CCN(CC)C(=O)c1ccc(NS(=O)(=O)c2ccc3[nH]c(=O)[nH]c3c2)cc1
 : 2.6	-1	-5	-1.0	-3.8	-2.0	-0.1	5	-2.1	-2	1.0
COc1ccc(CC(=O)Nc2ccc(OC)c(NC(=O)c3ccco3)c2)cc1
 : -0.9	0	2	-0.6	-1.2	-3.0	-1.2	-1	-2.8	0	-0.9
CCN(CC)c1ccc(C(=O)OCC(=O)Nc2cccc(S(=O)(=O)NC3=NCCCCC3)c2)cc1
 : -1.6	-2	-3	-0.7	1.6	-1.2	-1.0	-1	-1.2	2	-1.3
CC1CC(=Cc2ccc([N+](=O)[O-])cc2)C(=O)O1 (stereo not given)
 : 0.7	4	2	-2.1	1.9	1.9	-0.6	-3	-1.4	1	3.8
O=C(CN1CCN(Cc2ccccc2)CC1)N/N=C/c1ccc(Br)s1
 : 1.8	-3	6	0.2	1.4	2.7	-0.6	-6	-1.2	-1	-0.3
CCc1ccc([C@H]2C[C@H]3[C@H]4C(=O)N(c5ccccc5)C(=O)[C@H]4CC(=O)[C@@H]3CN2S(=O)(=O)c2ccc(C)cc2)cc1
 : nt	0	17	1.0	-1.4	-0.5	-1.4	-2	0.5	4	nt
CC1=NN(c2ccccc2)C(=O)/C1=C\c1cc(C)n(-c2cccnc2)c1C
 : 0.7	-5	5	-0.2	-2.1	0.1	-1.4	4	-0.7	0	1.2
c1ccc(CSc2nnc(-c3cccs3)o2)cc1
 : 7.2	0	8	2.4	9.4	1.9	-0.3	4	-2.5	-5	2.5
O=C(Nc1ccccc1N1CCN(c2ccc(F)cc2)CC1)C1CCCCC1
 : 2.0	-1	-6	-0.3	1.5	-0.8	-1.1	4	0.5	-4	2.6
CC(=O)N(CN1C(=O)C2CC=CCC2C1=O)c1cccc(Cl)c1 (stereo not given)
 : 3.3	1	0	-0.8	-0.8	1.9	-0.7	2	1.0	-1	0.9
CCOC(=O)CCP(=O)(O)C(O)(c1ccccc1)c1ccccc1
 : -2.3	0	1	0.2	-0.3	-0.1	-0.1	2	-2.8	-4	-0.2
COC(=O)c1cn(NC(=O)C2CCCCC2)c(=O)c2ccccc12
 : 0.3	1	3	-0.3	4.0	-1.7	-1.0	2	-0.4	-3	0.5
N#Cc1nc(COc2ccccc2Cl)oc1N1CCCCCC1
 : 1.7	-1	-10	-0.4	-0.3	-2.0	-0.9	2	1.2	0	-0.6
CC1NC(=O)NC1CCCCCC(=O)NCCc1ccccc1 (stereo not given)
 : 1.1	1	-5	0.7	0.3	-0.2	-1.2	2	-2.5	-2	0.2
CCCOc1ccc(N2C(=O)C/C(=C\c3ccccc3)C2=O)cc1
 : -0.3	6	5	-0.2	2.2	0.2	-1.4	1	-2.4	-3	nt
CCC(C)(C)NC(=O)C(c1cccn1C)N(C(=O)Cn1nnc2ccccc21)c1ccc(NC(C)=O)cc1 (stereo not given)
 : 1.1	-1	0	-0.1	-0.7	-2.4	-1.5	5	-0.9	0	0.1
COC(=O)CNC(=O)COC(=O)c1ccc(Cl)nc1
 : -1.4	8.8*	0	-0.6	2.4	-1.4	-1.4	3	0.7	2	0.0
O=C(CN1CCN(CC(=O)Nc2ccc(F)cc2)CC1)NCC1(N2CCOCC2)CCCCC1
 : 0.1	1	-9	-1.3	3.4	0.5	-0.6	-1	-1.3	-7	-0.9
CCCC(=O)NC(NC(=S)Nc1ccc(S(N)(=O)=O)cc1)C(Cl)(Cl)Cl (stereo not given)
 : -0.1	-2	0	-0.1	3.0	-2.1	-1.4	0	-0.2	0	-0.5
CCOC(=O)N1CCN(C(=O)c2ccc(OC)c(S(=O)(=O)N3CCOCC3)c2)CC1
 : -0.4	-2	0	0.5	-2.1	-0.2	-1.3	2	-1.3	0	1.8
C#CCOCCOCCOCCNc1nc(N2CCN(C(=O)CCCCCCCCCCNC(=O)[C@@H]([C@H](C)O)n3cc(C)nn3)CC2)nc(N2CCN(C(=O)CCCCCCCCCCNC(=O)[C@@H]([C@H](C)O)n3cc(C)nn3)CC2)n1
 : -0.6	1	14	0.1	-3.3	-2.4	-1.7	1	-0.4	6	-0.7
CCN(CC)S(=O)(=O)c1cc(NC(=O)Cn2cnc3ccccc3c2=O)ccc1C
 : -1.5	-5	-4	-0.5	-0.1	-2.1	-1.9	-3	1.4	-3	-1.5
CCc1nnc(NC(=O)c2cc(S(=O)(=O)N3CCCCC3)ccc2N2CCOCC2)s1
 : -0.5	-4	-7	0.8	-1.7	-1.8	-1.5	4	0.7	-3	-0.6
Cc1nn(C)cc1/C=N\NC(=O)c1csc2c1CCCC2
 : 0.3	0	-1	2.6	2.4	-0.5	-0.5	-2	-1.5	0	0.9
CC(C)[C@H](CO)NC(=O)[C@H]1O[C@@H](n2ccc(=O)[nH]c2=O)[C@H](O)[C@@H]1O
 : nt	-3	-4	2.7	0.4	-0.3	-1.1	-1	0.0	-3	nt
Cc1ccc(OCC(=O)NCCS(=O)(=O)N2CCN(c3ccccc3)CC2)cc1
 : -2.3	2	-1	0.1	0.8	-1.4	-0.6	0	1.3	-1	1.2
COc1ccccc1-n1nnnc1SC(C)C(=O)NC1CCCC1 (stereo not given)
 : 0.1	-1	-5	-0.3	-1.0	-1.1	-1.5	3	-0.1	-6	0.2
COc1ccc(NC(=O)C2CC2)cc1S(=O)(=O)N1CCOCC1
 : 2.4	1	-4	-0.5	-0.5	-0.1	-0.9	1	-0.8	2	0.6
CCCOc1ccc(N2C(=O)CC(N3CCN(c4ccc([N+](=O)[O-])cc4)CC3)C2=O)cc1 (stereo not given)
 : 0.1	-2	3	-0.6	-1.9	-4.2	-1.8	-1	-0.6	3	5.2*
Cc1ccc(-c2nc3ccc(Br)cn3c2Cc2cccc(Cl)c2)cc1
 : nt	3	-2	2.8	6.4	0.3	-0.1	6	3.8	-1	nt
